# GPT2 inh: GPT2 alanine aminotransferase inhibition; Q8TD30; Recombinant GPT2, coupled pyruvate oxidase/HRP Amplex Red fluorescence; Potency, µM (highest dose often 57.7 µM), for inactives: at the top dose activity change, negative = inhibition, most hits filed as inhibitors; 100,000 tested, 0.25% active; AID 1671188; further: potency means the concentration at half of the fitted maximal effect; nearly all actives have a fitted effect of over 60% in size; many of its hits are not listed in these tables
#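 Recombinant GPT2 (10ng/uL) with 250uM a-KG and 2mM L-alanine, 30 min at room temperature, in HEPES pH 7.5 buffer. Pyruvate detected by pyruvate oxidase/HRP/Amplex Red fluorescence after 30 min in the dark; AOA (50uM) as positive control.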
# FLuc inh: Photinus pyralis luciferase inhibition; 76,000 tested, 2.5% active; Potency, µM (doses to about 115 µM), for the others: top-dose activity change, negative = inhibition, most hits filed as inhibitors; purified P. pyralis luciferase, luminescence, biochemical; further: potency means the concentration at half of the fitted maximal effect; nearly all actives have a fitted effect of over 65% in size
# Target sequence (P08659 whole entry, looked up): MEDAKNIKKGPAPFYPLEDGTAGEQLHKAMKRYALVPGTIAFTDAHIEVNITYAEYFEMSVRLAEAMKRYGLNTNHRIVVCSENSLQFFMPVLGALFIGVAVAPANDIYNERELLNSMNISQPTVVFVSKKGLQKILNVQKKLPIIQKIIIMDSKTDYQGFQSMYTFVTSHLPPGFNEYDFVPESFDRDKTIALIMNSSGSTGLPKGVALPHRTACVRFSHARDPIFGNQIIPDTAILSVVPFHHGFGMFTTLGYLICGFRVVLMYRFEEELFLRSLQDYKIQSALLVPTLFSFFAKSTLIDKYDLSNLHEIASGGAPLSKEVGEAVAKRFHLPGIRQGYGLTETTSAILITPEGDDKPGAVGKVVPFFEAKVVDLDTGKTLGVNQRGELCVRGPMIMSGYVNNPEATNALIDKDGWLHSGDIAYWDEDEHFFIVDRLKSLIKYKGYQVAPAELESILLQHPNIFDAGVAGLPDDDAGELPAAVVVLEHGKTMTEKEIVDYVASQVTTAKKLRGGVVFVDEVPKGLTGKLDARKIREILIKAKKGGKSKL
#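 Purified 10nM P. pyralis luciferase with 10uM D-luciferin and 10uM ATP in 50mM Tris acetate pH 7.5, 10mM Mg acetate, 0.01% Tween-20, 0.05% BSA. qHTS titration; luminescence read by CCD imager.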
# SNCA viab count: counter-screen for SNCA expression inhibitors: cell viability. HEK-293-SNCA-luc viability, GF-AFC fluorescence, 24 h. Potency, µM (titrated, usually from 57.1 µM), without a hit: top-dose activity change, negative = cytotoxicity, usual class: cytotoxic. 150,000 tested, 0.12% active;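 further: potency means the concentration at half of the fitted maximal effect; 0% = DMSO-treated cells and -100% = medium-only wells without cells; nearly all actives have a fitted effect of over 30% in size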
#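 Cytotoxicity counterscreen: after 24 h compound treatment of genome-edited SNCA-luciferase HEK-293 cells, live-cell protease substrate GF-AFC read by fluorescence after 30 min; activity scaled between DMSO (0%) and medium-only (-100%), curves Hill-fitted.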
# IP6K1 inhibitor: IP6K1 kinase inhibition. Q92551. IP6K1 kinase, ADP-Glo luminescence, 2 h; stronger effect = lower value. activity change, % (series mostly up to about 58 µM). 140,000 tested, 0.81% active. AID 1645851; in the data active means activity change below about -25%
# Target sequence (Q92551 whole entry, looked up): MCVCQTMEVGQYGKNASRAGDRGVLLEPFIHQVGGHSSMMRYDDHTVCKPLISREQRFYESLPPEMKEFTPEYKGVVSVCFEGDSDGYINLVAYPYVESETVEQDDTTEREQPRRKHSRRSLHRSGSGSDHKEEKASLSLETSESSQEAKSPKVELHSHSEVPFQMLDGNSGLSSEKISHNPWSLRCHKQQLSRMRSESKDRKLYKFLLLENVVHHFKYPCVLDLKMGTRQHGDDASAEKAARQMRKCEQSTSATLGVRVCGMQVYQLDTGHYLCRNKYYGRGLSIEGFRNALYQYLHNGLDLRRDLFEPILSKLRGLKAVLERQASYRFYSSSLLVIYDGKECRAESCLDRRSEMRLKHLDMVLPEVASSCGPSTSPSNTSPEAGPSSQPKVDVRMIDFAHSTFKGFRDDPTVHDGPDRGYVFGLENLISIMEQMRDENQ
#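 ADP-Glo luminescence measures ADP made by human IP6K1 during a 2 h RT reaction with ATP/IP6 (mix at 1.3 mM/130 uM); top library doses 57.5 and 19.1 uM final.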
# SNCA expr inh: inhibitors of alpha-synuclein (SNCA) gene expression | HEK-293 SNCA-luciferase knock-in, luminescence, 24 h | Potency, µM (highest dose often 57.2 µM), without a hit: at the top dose activity change, negative = inhibition, hits mostly inhibitors | 140,000 tested, 0.17% active | AID 1671194;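 further: potency means the concentration at half of the fitted maximal effect; plate controls were DMSO cells for no effect and cell-free wells for full effect; nearly all actives have a fitted effect of over 45% in size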
# NIH3T3 tox: cytotoxic compounds in NIH 3T3 cells. NIH 3T3 viability, CellTiter-Glo ATP luminescence, 48-72 h. Potency, µM (highest dose often 96.7 µM), inactives show top-dose activity change, negative = cytotoxicity, usual class: inhibitors. 94,000 tested, 4.3% active. AID 1345082; further: potency means the concentration at half of the fitted maximal effect; nearly all actives have a fitted effect of over 55% in size
#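 Cytotoxicity was measured by CellTiter-Glo ATP luminescence after 48 or 72 h compound exposure at 37 °C. Mouse NIH 3T3 fibroblasts were seeded at 400 cells/well and dosed by 23 nL pin transfer.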
# HEK293 tox: kills HEK 293 cells; AID 1345083; HEK 293 viability, ATP luminescence (CellTiter-Glo), 48-72 h; 94,000 tested, 6.6% active; Potency, µM (top dose mostly 115 µM), inactives show top-dose activity change, negative = cytotoxicity, hits mostly inhibitors; further: potency means the concentration at half of the fitted maximal effect; nearly all actives have a fitted effect of over 60% in size
#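 Luminescence from cellular ATP, measured with CellTiter-Glo, indicates HEK 293 viability. Cells plated at 250 cells/well are treated with compound for 48 or 72 hr at 37 degree Celsius before reagent addition.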
# The depositor's hits bear a star; i = inactive; ? = inconclusive; / = no result given; [ ] = remark or other dose. Unless noted, the call rests on the fitted dose curve; in most records, active means well fitted curve in the direction sought with a large enough effect; inconclusive means small, poorly fitted or top-dose-only effect, or another doubt; inactive means no such curve, though single readings can be large; an effect the other way counts as inactive or inconclusive. Unless noted, on the % scale 0 is the no-effect control and ±100 the full control effect. A portion of the library, so the mix of outcomes need not match the whole.
# The first 2 records, ahead of the listing:
Compound | GPT2 inh | FLuc inh | SNCA viab count | IP6K1 inhibitor | SNCA expr inh | NIH3T3 tox | HEK293 tox
COC(=O)COc1cccn2c(=O)c(-c3cc(C)n(-c4ccc(C)cc4C)n3)c(C)nc12 | i | -2% | 13% | 20 | 4% | -14% | -13%
O=C(Nc1ccc(F)cc1F)N1CCC2(CC1)SCC(=O)N2c1ccc(Cl)cc1 | i | ? | 3% | 0 | 61%[activator] | ? | ?

# This part in full, from the start:
Compound | GPT2 inh | FLuc inh | SNCA viab count | IP6K1 inhibitor | SNCA expr inh | NIH3T3 tox | HEK293 tox
COC(=O)COc1cccn2c(=O)c(-c3cc(C)n(-c4ccc(C)cc4C)n3)c(C)nc12 | i | -2% | 13% | 20 | 4% | -14% | -13%
O=C(Nc1ccc(F)cc1F)N1CCC2(CC1)SCC(=O)N2c1ccc(Cl)cc1 | i | ? | 3% | 0 | 61%[activator] | ? | ?
Nc1nn(-c2ccccc2)nc1C(=O)OCc1ccccc1 | / | / | 2% | 20 | 168%[activator] | / | /
COCCN1C(=O)CS(=O)(=O)C12CCN(C(=O)c1cc(F)ccc1Cl)CC2 | i | -5% | 7% | -7 | -11% | -5% | -36%
O=C(NCc1ccc(F)cc1)C1CN(Cc2ccccc2)C(=O)N1 (centres undefined) | i | 2%[172 µM] | 15%[87.6 µM] | -4 | 7%[87.6 µM] | -18%[138 µM] | -15%[172 µM]
CC1(C)[C@H](Cc2cc(CCO)on2)C[C@@H]1N(S(C)(=O)=O)S(C)(=O)=O | i | -4%[172 µM] | 4%[87.6 µM] | -6 | 21%[87.6 µM] | 1%[174 µM] | -16%[172 µM]
Cc1ccc(-c2nnc(C3CN(C(=O)COc4cccc(C)c4)CC34CCOCC4)o2)cc1 (centres undefined) | -29% | -10% | 1% | 15 | -13% | -21% | ?
O=C1CCN(S(=O)(=O)c2ccccc2)CCCN(C(=O)CCc2c[nH]c3ccccc23)CCN1 | i | -3% | -2% | 0 | 41%[activator] | -18% | ?
CCc1nn2c(=O)cc(COC(=O)c3cccc(NC(=O)c4ccccc4Cl)c3)nc2s1 | / | / | 4% | -1 | 39%[activator] | / | /
CCN(c1ccccc1)c1nnc(NC(=O)Nc2ccc(Br)cc2F)s1 | / | / | 10% | -2 | 5% | / | /
COc1cccc(-c2cc(C(=O)NCc3ccccc3Cl)c3cnn(C)c3n2)c1 | / | / | / | 5 | / | ? | ?
Cc1ccc(C(=O)N2CCN(c3ccc4nnc(-c5ccccc5)n4n3)CC2)cc1 | / | / | / | 4 | / | ? | ?
O=C(c1ccccc1)N1C[C@@H](CO)[C@H](c2nc(-c3ccncc3)no2)C1 | i | 1% | 1% | 4 | 16% | -9% | 4%
CCN1C(=O)C2(CCN(S(=O)(=O)c3c(C)nn(C)c3C)CC2)c2ccccc21 | i | 4% | 7% | -10 | 7% | -10% | ?
COc1ccc(C2Cn3nnc(-c4noc(-c5ccc(Cl)cc5OC)n4)c3CO2)cc1 (centres undefined) | i | -13% | 4% | -2 | -15% | -4% | -6%
Cc1nc(-c2ccc(Cl)cc2)n(CC(=O)N2CCN(c3ccc(F)cc3)CC2)c(=O)c1CCO | i | -4% | -7% | -13 | -2% | 3% | -2%
CS(=O)(=O)Nc1ccc(C2(C(=O)NCc3ccc(F)cc3)CCCCC2)cc1 | -5% | -5% | 0% | 7 | -5% | -12% | -8%
O=C(NCc1cnccn1)c1ccc(-c2ncc3cnc(C4=CCOCC4)cn23)cc1 | i | ? | 4%[87.6 µM] | -9 | -9%[87.6 µM] | ? | i
O=C(c1ccncc1)N1CCCC1c1nc(CCOCC2CCCC2)no1 (centres undefined) | i | -3% | 1% | 6 | 1% | 0% | 5%
CC(C)c1noc(-c2cn(C3CCCN(C(=O)c4ccc(F)c(F)c4)C3)nn2)n1 (centres undefined) | 0% | -8% | -11% | 0 | -8% | -19% | ?
Nc1nc(C2CC(O)C2)cc(N2CCC(OCc3ccccn3)CC2)n1 (centres undefined) | -9% | 15% | -11% | -6 | -16% | ? | 2%
CCOC(=O)[C@@H]1[C@@H](OC)C(=O)N(C)C12CCN(C(=O)c1cc(OC)c(OC)c(OC)c1)CC2 | / | / | / | 0 | / | ? | -2%
Cc1cccc(Cn2c(SCc3ccc(C(=O)NC4CCCC4)cc3)nc3ccncc32)c1 | / | / | -2% | -13 | 7% | / | /
O=C(c1nc2sccn2c1-c1cccc(C(F)(F)F)c1)N1CCOCC1 | i | / | -20% | 13 | 24% | -22% | -6%
O=C(O)CCC(=O)N1CCCC2(Cc3ccccc3N(C(=O)C3CCCC3)C2)C1 (centres undefined) | 2% | / | -5% | 13 | 3% | ? | -28%
Cc1ccc(C)c(CN2C(=O)NC3(CCN(C(=O)c4ccccn4)CC3)C2=O)c1 | -12% | -3% | 9% | 1 | ? | -6% | -15%
CCOc1ccc(CNC(=O)c2ccc3nc(Cc4ccc(OC)cc4)oc3c2)cc1OC | / | / | -19% | 2 | -27% | / | /
CC(C)N[C@@H]1CO[C@H](CNC(=O)c2ccncc2)[C@H]1O | i | 1%[230 µM] | -3%[87.6 µM] | 0 | -12%[87.6 µM] | 1%[230 µM] | 5%[230 µM]
COc1cccc(C(=O)N2CCCC3(C2)Nc2cccnc2NC3=NCc2ccccc2)c1 (centres undefined) | 4% | 10% | -5% | -3 | 10% | -20% | -21%
COc1cccc(-c2ncc3c(n2)OCCN(Cc2ccc(F)cc2F)C3=O)c1 | -3%[88.5 µM] | 13µM* | -8%[87.6 µM] | -9 | 70%[activator][87.6 µM] | ? | ?
O=C(CN1C(=O)C(c2ccc(F)cc2)=NC12CCCCCC2)Nc1ccccc1Cl | / | / | ? | 1 | ? | / | /
C=C1C(O)C(O)C2(CC3C(C)=CCC4C(C)(CO)CCCC34C)OC2C1O (centres undefined) | -15%[27.3 µM] | / | 6% | -2 | / | / | /
C=C(C)CN(C)C(=O)c1cc(CN2CCC(Cc3ccccc3)CC2)on1 | -12% | 4% | 0% | 2 | ? | -28% | 89µM*
N#Cc1cccc(NC(=O)N2CCC3(CCCN(C4CCCC4)C3=O)C2)c1 (centres undefined) | i | -10% | -7% | -11 | 6% | ? | ?
CC1CCN(S(=O)(=O)c2ccc3c(c2)c(=O)c(C(=O)NCc2ccc(Cl)cc2)cn3C)CC1 | / | / | -1% | -16 | -3% | / | /
CC(C)(Oc1nn(CCOc2ccccc2)c2ccccc12)C(=O)Nc1cccnc1 | -1%[88.5 µM] | 5%[172 µM] | -11%[87.6 µM] | -12 | ? | ? | ?
O=C(c1cc(-c2ccc(F)cc2)n[nH]1)N1CCC(OCC2CC2)C1 (centres undefined) | -5% | ? | -11% | 7 | 38%[activator] | -22% | -23%
Cc1noc([C@@H]2CN(Cc3c(F)cccc3F)C[C@H]2CO)n1 | 5% | 5% | -8% | -4 | -7% | i | -7%
COCCn1cc(C(=O)NC2CCCc3c2[nH]c2c(Cl)cccc32)c2ccccc2c1=O (centres undefined) | -13% | 1% | ? | -3 | ? | -26% | ?
CCCn1cc(S(=O)(=O)c2cccc(Cl)c2)c(=O)c2cc(F)c(N3CCCC3)cc21 | / | / | -8% | 0 | 30%[activator] | / | /
CN(CC1CCOCC1)C(=O)Cc1ccc(F)cc1 | -16% | -2% | -9% | 19 | -2% | i | 1%
CN(C)c1ccc(C(=O)N2CCCC(COc3ccccc3C(=O)N3CCCC3)C2)cc1 (centres undefined) | i | 7% | -14% | 9 | 4% | -29% | ?
CCn1nccc1C(=O)N1CCN(C(=O)N2CC3CC(C2)[C@H]2CCCC(=O)N2C3)CC1 (some centres undefined) | -15% | 1% | 7% | 2 | 0% | -10% | 8%
CC(C)Oc1ccc(CNC(=O)c2cnc3sc(N4CCCCCC4)nn3c2=O)cc1 | / | / | 6% | 13 | 53%[activator] | / | /
COc1cccc([S+](=O)([O-])N2CCn3ncc(C(=O)Nc4ccc(Cl)cc4Cl)c3C2)c1 | ? | / | ? | 2 | -23% | ? | ?
COc1cccc(C(=O)NC2CCN(c3cc(C(F)(F)F)ncn3)CC2)c1 | i | 13% | -22% | 13 | 21% | -16% | -4%
Cc1oc2ncn(CC(C)C)c(=O)c2c1C(=O)NCCc1ccccc1 | / | / | 1% | 20 | 8% | / | /
Cc1ccc(NC(=O)N2CCC(CCNC(=O)c3cnccn3)CC2)cc1 | -5% | -12% | 12% | -8 | -12% | -9% | 19%
COc1ccc(CCNC(=O)C2CCCN(Cc3cccc(-c4cccc(C)c4)c3)C2)cc1 (centres undefined) | 3% | / | -5% | -12 | -26% | ? | 22µM*
Cc1nn2c(c1-c1ccccc1OCc1ccccc1)N(C(=O)c1cccnc1)CCC2 | i | -1%[172 µM] | 7%[87.6 µM] | 8 | -20%[87.6 µM] | ? | -7%[172 µM]

# Next section, overlapping the part above by 4 compounds.
Compound | GPT2 inh | FLuc inh | SNCA viab count | IP6K1 inhibitor | SNCA expr inh | NIH3T3 tox | HEK293 tox
Cc1oc2ncn(CC(C)C)c(=O)c2c1C(=O)NCCc1ccccc1 | / | / | 1% | 20 | 8% | / | /
Cc1ccc(NC(=O)N2CCC(CCNC(=O)c3cnccn3)CC2)cc1 | -5% | -12% | 12% | -8 | -12% | -9% | 19%
COc1ccc(CCNC(=O)C2CCCN(Cc3cccc(-c4cccc(C)c4)c3)C2)cc1 (centres undefined) | 3% | / | -5% | -12 | -26% | ? | 22µM*
Cc1nn2c(c1-c1ccccc1OCc1ccccc1)N(C(=O)c1cccnc1)CCC2 | i | -1%[172 µM] | 7%[87.6 µM] | 8 | -20%[87.6 µM] | ? | -7%[172 µM]
O=C(Nc1ccc2oc(-c3ccc4ccccc4c3)nc2c1)c1cc(Br)ccc1Cl | / | / | 6% | 1 | 101%[activator] | / | /
COc1ccc(Cc2nc3ccccc3n2Cc2ccccc2C)cc1 | / | / | 7% | -14 | -10% | / | /
Cc1cc(F)ccc1NC(=O)CN1C(=O)NC2(CCOCC2)C1=O | i | 6% | 9% | 23 | 17% | -8% | 0%
Cc1noc(-c2cn(C3CCN(C(=O)c4ccc(F)c(Cl)c4)CC3)nn2)n1 | i | 1% | -20% | 30 | -23% | ? | -14%
COc1cccc([S+](=O)([O-])N2CCCC(C(=O)N3CCC(N4CCOCC4=O)CC3)C2)c1 (centres undefined) | i | / | 2% | 7 | -6% | -15% | -5%
COCCNC(=O)CSc1nc2cc3c(cc2c(=O)n1CCCC(=O)NCCc1ccc(OC)c(OC)c1)OCO3 | / | / | -1% | 5 | -4% | / | /
COc1ccccc1-c1nc2nccc(-c3ccc(Br)s3)n2n1 | 5% | -13% | 1% | -8 | 6% | -10% | -2%
Cc1ncsc1C1N(C2CCN(C(=O)COc3ccccc3)CC2)C(=O)C12CCCC2 (centres undefined) | -3% | -6% | -9%[12.5 µM] | -1 | 12% | ? | -1%
CN1C(=O)C2(CCN(C(=O)c3cn[nH]c3-n3cnnn3)CC2)c2ccccc21 | 3% | 14% | -12% | 4 | 16% | -11% | -19%

# From PubChem BioAssay
